Screening results deposited in PubChem by several laboratories.
UBC9 SUMO inh – inhibitors of in vitro SUMOylation cascade, primary screen, biochemical, HTRF, uHTS. SUMO-conjugating enzyme UBC9 (Homo sapiens), P63279. HTRF SUMOylation assay, SAE1/SAE2 + UBC9. inhibition, % at 35 µM. actives 0.36% (n = 290,000). AID 2006, 2009; in the data active = inhibition above about 50%, passing the limit was not always enough; also: strong numbers were not always called active
PfM18AAP inh – PfM18AAP inhibitors, malaria aminopeptidase, primary screen, biochemical, QFRET, recombinant enzyme; inhibition, % at 7.35 µM; actives 1.2% (n = 290,000); M18 aspartyl aminopeptidase (Plasmodium falciparum 3D7); H-Glu-NHMec fluorogenic cleavage;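 active = inhibition above the campaign mean inhibition over all tested compounds plus 3 SD, cut at about 28% in these data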;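 also: 0% = plate median of test compound wells and 100% = 2 mM ZnCl2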
pCIP destab – p/CIP-EGFP fusion destabilizers, primary screen, fluorescence, F442A cells | 16 h | decrease of EGFP signal, % at 10 µM | actives 0.01% (n = 290,000) | AID 1984, 2009;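 active = EGFP signal decrease of at least 30% at 10 µM or well 3 SD below plate mean, unless failing retest; inactive = the rest, including hits failing retest or dose response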; also: some compounds called inactive have numbers as strong as hits; many of its hits are not listed in these tables
Target sequence (Q05BA5 1-1403): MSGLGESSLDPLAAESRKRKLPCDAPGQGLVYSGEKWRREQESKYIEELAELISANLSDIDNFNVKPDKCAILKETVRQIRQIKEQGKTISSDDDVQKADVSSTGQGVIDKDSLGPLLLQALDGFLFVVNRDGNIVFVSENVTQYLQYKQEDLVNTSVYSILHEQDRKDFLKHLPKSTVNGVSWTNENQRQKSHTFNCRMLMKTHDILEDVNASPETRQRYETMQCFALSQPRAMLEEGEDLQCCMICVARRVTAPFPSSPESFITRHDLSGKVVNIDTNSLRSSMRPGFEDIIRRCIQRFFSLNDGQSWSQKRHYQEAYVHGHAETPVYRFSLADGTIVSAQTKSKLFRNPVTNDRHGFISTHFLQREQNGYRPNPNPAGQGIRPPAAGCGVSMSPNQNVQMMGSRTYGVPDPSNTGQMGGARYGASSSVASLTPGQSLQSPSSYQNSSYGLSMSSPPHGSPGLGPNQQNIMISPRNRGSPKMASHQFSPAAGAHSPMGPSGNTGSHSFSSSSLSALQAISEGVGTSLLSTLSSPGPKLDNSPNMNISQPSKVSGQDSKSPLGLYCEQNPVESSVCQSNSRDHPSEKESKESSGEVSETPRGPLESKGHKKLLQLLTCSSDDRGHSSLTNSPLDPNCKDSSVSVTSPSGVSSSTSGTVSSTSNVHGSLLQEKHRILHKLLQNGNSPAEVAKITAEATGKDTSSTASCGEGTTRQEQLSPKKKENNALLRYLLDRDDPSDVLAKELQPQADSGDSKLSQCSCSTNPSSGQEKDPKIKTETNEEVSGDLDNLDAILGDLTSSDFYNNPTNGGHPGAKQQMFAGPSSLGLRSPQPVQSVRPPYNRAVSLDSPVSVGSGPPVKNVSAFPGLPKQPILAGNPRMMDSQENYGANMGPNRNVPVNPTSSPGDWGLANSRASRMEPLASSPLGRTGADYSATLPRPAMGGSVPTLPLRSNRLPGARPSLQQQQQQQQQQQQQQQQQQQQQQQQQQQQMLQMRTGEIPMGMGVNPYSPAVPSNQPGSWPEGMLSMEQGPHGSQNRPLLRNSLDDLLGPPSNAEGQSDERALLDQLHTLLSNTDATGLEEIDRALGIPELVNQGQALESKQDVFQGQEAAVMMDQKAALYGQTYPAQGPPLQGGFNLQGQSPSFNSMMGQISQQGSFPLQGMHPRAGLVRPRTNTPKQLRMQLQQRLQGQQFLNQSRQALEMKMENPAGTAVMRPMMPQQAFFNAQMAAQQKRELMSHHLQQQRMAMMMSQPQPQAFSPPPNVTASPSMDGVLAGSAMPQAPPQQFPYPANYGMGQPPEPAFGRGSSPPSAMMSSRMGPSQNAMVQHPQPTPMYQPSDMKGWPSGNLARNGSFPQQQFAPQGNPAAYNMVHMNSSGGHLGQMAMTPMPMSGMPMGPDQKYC
MEKK2 WT-MEK5 – modulators of MEK5 binding to wildtype MEKK2, primary screen, biochemical, multiplex bead flow cytometry, Alexa488-MEK5. Alexa488-MEK5 binding to MEKK2 WT; actives lie on both sides. binding response (% of control), % at 10 µM. AID 1531, 2009. actives 1.1% (n = 290,000); in the data active = binding response below about 67% or above about 130%
IDE cell activ – human IDE activators in live cells, primary screen, fluorescence polarization, HEK cells, FAbeta-B substrate. Insulin-degrading enzyme (Homo sapiens), P14735. FAbeta-B cleavage; 0% vehicle, 100% cell-free pure enzyme wells. activation, % at 5.96 µM. actives 0.073% (n = 340,000). AID 493087, 2011;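 active = activation above the mean of all tested compounds plus 3 SD, set per screening campaign, cut at about 17% in these data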
IDE cell inh – human IDE inhibitors in live cells, primary screen, fluorescence polarization, HEK cells, FAbetaB substrate | Insulin-degrading enzyme (Homo sapiens), P14735 | AID 434962, 2010 | inhibition, % at 5.59 µM | FAbetaB cleavage | actives 0.41% (n = 320,000);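 active = percent inhibition above the average of all tested compounds plus 3 SD, set per screening campaign, cut at about 16% in these data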;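 also: IDE supplied by intact live HEK cells; FP after avidin binding of uncleaved biotin substrate so inhibition keeps polarization high; 0% = DMSO wells and 100% = 60 µM reference IDE inhibitor Ii1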
NALP1 inh – NALP1 inflammasome inhibitors in reconstituted yeast, colorimetric, S. cerevisiae, triplicate retest; S. cerevisiae NALP1/ASC/caspase-1 growth, X-gal OD620, 72 h; inhibition, % at 10 µM; actives 0.61% (n = 280,000); AID 2071, 2009; in the data active = inhibition mostly above about 24%, no sharp cut-off; inactive = mostly below about 32%; also: some compounds called inactive have numbers as strong as hits
MEKK2mut PB1 HTS – MEK5 binding signal on mutant MEKK2 PB1, primary screen, biochemical, multiplex bead flow cytometry, Alexa488-MEK5; Alexa488-MEK5 binding to MEKK2 mutant; percent response, % at 10 µM; actives 0.35% (n = 290,000); in the data active = percent response above about 24%, passing the limit was not always enough; also: inactives centre near 1; some results filed as inactive read as strong as hits; reference of the scale not given here
MEKK3 PB1 HTS – modulators of MEKK3-MEK5 PB1 binding, primary screen, biochemical, wildtype MEKK3, multiplex bead flow cytometry, Alexa488-MEK5; bead-based flow cytometry, Alexa488-MEK5 binding to MEKK3; actives lie on both sides; 0 = blocked by unlabeled MEK5, 100 = vehicle; Mitogen-activated protein kinase kinase kinase 3 (Homo sapiens), Q99759; actives 1.4% (n = 290,000); AID 1529, 2009; binding response (% of control), % at 10 µM;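 active = binding response more than 3 SD above or below the average of its plate-row segment, actives on both sides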;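 also: Alexa488 bead fluorescence after subtracting the streptavidin-only scavenger bead signal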
* marks the source's active call; other numbers are inactive results; . = no result given. Only part of the results is shown. The share of hits here may be higher or lower than overall.

Start of the listing, in advance (2 entries):
SMILES	UBC9 SUMO inh	PfM18AAP inh	pCIP destab	MEKK2 WT-MEK5	IDE cell activ	IDE cell inh	NALP1 inh	MEKK2mut PB1 HTS	MEKK3 PB1 HTS
CN1CCN(C2CCN(S(=O)(=O)c3ccc(C(C)(C)C)cc3)CC2)CC1	9	-4	-4	107	5	.	10	7	99
CC(=O)Oc1ccc(-c2cccc(C(=O)Oc3ccccc3)c2)cc1	-8	7	1	94	2	-2	29	-8	87

The whole of this part, repeating the preview:
SMILES	UBC9 SUMO inh	PfM18AAP inh	pCIP destab	MEKK2 WT-MEK5	IDE cell activ	IDE cell inh	NALP1 inh	MEKK2mut PB1 HTS	MEKK3 PB1 HTS
CN1CCN(C2CCN(S(=O)(=O)c3ccc(C(C)(C)C)cc3)CC2)CC1	9	-4	-4	107	5	.	10	7	99
CC(=O)Oc1ccc(-c2cccc(C(=O)Oc3ccccc3)c2)cc1	-8	7	1	94	2	-2	29	-8	87
CN(C)S(=O)(=O)c1ccc(N)c([N+](=O)[O-])c1	18	-4	6	103	3	.	1	0	100
COc1cc([N+](=O)[O-])ccc1N	-6	5	8	103	-5	1	17	0	90
CSc1ccccc1NC(=O)CN(C)CC(=O)NCc1ccccc1	9	-2	-11	100	-1	-1	11	0	102
CC(c1ccccc1)n1c(N2CCNCC2)nc2c1c(=O)[nH]c(=O)n2C (stereo unspecified)	12	-6	-15	103	5	.	12	4	103
O=C(CCCN1CCc2[nH]c3ccc(F)cc3c2C1)c1ccc(F)cc1	-19	-10	-7	117	1	9	28	12	105
O=C(OCCN1CCOCC1)c1cccs1	-9	0	2	103	3	5	.	5	103
N/C(Cc1ccc([N+](=O)[O-])cc1)=N\OC(=O)C(c1ccccc1)c1ccccc1	5	1	1	101	3	-2	-4	1	103
CC(C)n1c(SCC(=O)Nc2nncs2)nnc1-c1ccco1	12	74*	-8	103	.	7	13	6	100
Nc1ccc(Sc2ccccc2CC(=O)O)cc1	21	-4	6	102	.	3	18	3	103
CCOc1ccc(/C=N/NC(=O)c2nnn(-c3nonc3N)c2-c2cccs2)cc1	36	-1	2	99	0	4	17	-1	101
COC(=O)CCCC1=CC2=CC(=O)C(C)(OC(=O)c3ccc(Cl)nc3)C(=O)C2=CO1 (stereo unspecified)	.	.	.	93	.	-1	.	-1	93
Cc1ccc(N(C)S(=O)(=O)c2ccc3c(c2)NC(=O)C(C)S3)cc1 (stereo unspecified)	2	9	-17	98	4	0	-3	1	102
CSc1ccccc1C(=O)Nc1nc2ccccc2c(=O)[nH]1	2	-6	5	100	7	2	-6	4	101
CCOC(=O)c1c(Nc2nc(C)c(C(=O)NC)s2)sc(C)c1C	0	11	-2	103	-5	-7	26	4	110
O=C(N/N=C/c1cccc(OC2CSC2)c1)c1ccccc1O	3	1	0	102	7	1	16	2	102
Cc1oc(-c2cccc(Cl)c2)nc1CSCC(=O)O	5	-4	7	105	1	-6	-16	9	104
Cc1nn(CCC#N)c2nc(-c3ccccc3)cc(C(F)(F)F)c12	-3	-6	1	93	3	-1	.	2	103
COCCCNC(=S)N1CCN(c2ccc([N+](=O)[O-])cc2)CC1	3	3	-1	124	-4	6	26	23	101
CC(C)CC(NC(N)=O)C(=O)OCC(=O)N(Cc1ccccc1)Cc1ccccc1 (stereo unspecified)	16	-7	-4	71	5	6	6	-25	72
CCN(CCNC(=O)C1CCN(Cc2nc(-c3ccc(Cl)cc3)oc2C)CC1)c1ccccc1	14	-9	1	163*	5	-4	34	15	107
CCN(CC(=O)NCc1ccc(Cl)cc1)C(=O)c1ccc(S(=O)(=O)N(C)C)cc1	9	3	-9	102	0	1	-9	-2	103
CC(C)(C)c1ccc(/C=C/C(=O)N2CCCCC2)cc1	3	0	-5	100	4	.	15	-1	103
COc1cccc(C(=O)Nc2ccccc2NC(=O)c2cccc(OC)c2)c1	-2	-4	-2	106	1	4	16	6	109
CC(=O)N1CCc2cc(S(=O)(=O)N3CCCCC3C)ccc21 (stereo unspecified)	2	-1	-6	102	5	5	0	2	100
C=CCNc1nc(Nc2ccc([N+](=O)[O-])cc2)nc(OCC)n1	9	-9	-3	107	-2	-2	28	18	99
Cc1cc(C(=O)CSc2nnnn2-c2ccccc2)c(C)n1CC1CCCO1 (stereo unspecified)	11	2	-2	109	3	1	14	4	105
O=C(O)COc1ccc(/C=N/n2c(COc3ccccc3)nc3ccccc3c2=O)cc1	5	-2	-8	103	5	0	25	7	101
NNC(=O)/C=C/c1ccc(Cl)cc1Cl	-1	-3	4	101	2	-3	9	-2	99
CCOCCCNC(=S)Nc1ccc2nc(N3CCCC3)cc(C)c2c1	17	-2	-4	110	0	7	11	0	104
O=C(CSc1ccc(-c2ccco2)nn1)Nc1ccccc1F	14	-22	-12	107	-4	0	-4	6	103
O=C(c1cccn2c(=O)c3cc(Cl)ccc3nc12)N1CCOCC1	52*	-1	1	97	-22	15	6	1	97
CCOc1ccc2ccccc2c1/C=N/n1cncn1	9	-4	-3	98	3	7	3	-5	99
O=C(Cc1ccc(F)cc1)Nc1nnc(SCC(=O)N2CCCCC2)s1	-5	0	-2	105	2	5	-13	5	104
COc1ccc2c(c1OC)C(=O)N(c1cccc(/C=C/C(=O)O)c1)C2	-2	-3	-1	100	2	2	19	0	102
COc1ccc(C)cc1NC(=O)c1cc2ccccc2o1	12	5	10	106	-2	1	4	8	109
O/N=C/CCn1c(=S)sc2ccccc21	18	-10	-2	102	-5	0	16	8	100
Cc1cc(C)n2nc(C(=O)Nc3ccc(S(=O)(=O)N(C)C)cc3)nc2n1	8	0	-2	108	3	-4	11	3	106
CC(C)Oc1ccc2nnnn2n1	2	0	3	.	6	0	-3	.	.
COC(=O)c1ccc(OCc2cc(=O)n3ccsc3n2)cc1	8	-7	-42	102	4	11	21	1	108
CN1CCN(C(=O)CN(Cc2ccccc2)S(C)(=O)=O)CC1	8	1	-8	105	-3	1	-7	2	105
COc1ccc(N2CCN(CCNC(=O)Nc3cc(Cl)ccc3Cl)CC2)cc1	-3	8	-8	113	-4	.	11	9	105
Cc1ccc(O)c(C(=O)c2cnn(-c3ccc(S(=O)(=O)N4CCOCC4)cc3[N+](=O)[O-])c2)c1	0	-4	5	88	-3	5	23	-4	87
O=C1c2oc3ccc(Br)cc3c(=O)c2C(c2cccc(F)c2)N1CCO (stereo unspecified)	10	2	1	104	2	-3	-1	11	104
O=C(Nc1c(C(=O)N2CCCC2)cnn1-c1ccccc1)c1cccc(F)c1	-11	1	5	109	5	4	-71	2	109
CCOC(=O)C1CCCN(CC(O)COCc2ccc3c(c2)OCO3)C1 (stereo unspecified)	-7	-2	4	94	1	-6	-19	-4	98
CCc1cc2c(=O)c(-c3nc4ccccc4[nH]3)coc2c(CN2CCCCC2)c1O	29	5	-8	97	4	-1	17	2	95
O=C(NC(=S)Nc1ccc(S(=O)(=O)Nc2ccccc2)cc1)C1CC1	-16	7	-22	97	6	4	9	2	98
CC(C)OCCCN(C)C1CCN(S(=O)(=O)c2csc(C(N)=O)c2)CC1	6	0	-6	105	1	-4	-8	8	101
CCOc1ncccc1C(=O)Nc1ccc(OC)c(S(=O)(=O)N2CCCCC2)c1	14	3	-7	97	5	2	34	-1	99
CS(=O)(=O)c1ccc2nnn(OCC(=O)Nc3cccc(C#N)c3)c2c1	-21	-1	-11	111	4	-3	-3	-1	102
CSc1ccc(CCNC(=O)c2cc(C)nn2-c2ccccc2)cc1	-2	-2	2	99	-7	3	.	-4	101
Cc1cccc(NC(=O)CCNS(=O)(=O)c2cccc3nsnc23)c1	11	0	-1	99	-2	1	-4	0	100
N/C(=N/O)c1cccn1Cc1ccccc1[N+](=O)[O-]	6	3	-1	105	7	-2	-5	1	100
COc1cc(/C=C(/C#N)c2nc3ccccc3[nH]2)ccc1OCc1ccc(C(=O)O)o1	11	-49	-17	89	-3	9	2	-4	84
CCOc1ccc2[nH]c(C)c(CN3CCCCC3)c(=O)c2c1	19	-2	-11	.	5	-7	5	.	.
CCOC(=O)Nc1ccc(C(=O)/C=C/c2ccccc2)cc1	30	2	-2	96	4	5	-12	-19	91
O=C1COc2ccc3ccccc3c2CN1	-16	-4	2	96	5	-3	-9	0	98
CCn1nnc(-c2ccccc2NC(=O)c2cccc(-n3cnnn3)c2)n1	20	12	-1	.	2	4	11	.	.
Next section.
SMILES	UBC9 SUMO inh	PfM18AAP inh	pCIP destab	MEKK2 WT-MEK5	IDE cell activ	IDE cell inh	NALP1 inh	MEKK2mut PB1 HTS	MEKK3 PB1 HTS
CCOC(=O)c1[nH]c(CSc2nnnn2-c2ccccc2C)c(C(=O)OCC)c1C	-12	-13	-2	101	8	2	-6	3	103
O=C(O)CC1(CC(=O)Nc2ccc3sccc3c2)CCCCC1	26	-12	-8	89	.	-1	13	-17	90
Cc1ccc(NC(=O)CCC(=O)NNC(=O)C(c2ccccc2)c2ccccc2)c(C)c1	-5	2	-2	100	4	3	21	4	91
O=C(CCCN1C(=O)/C(=C/c2ccccc2)SC1=S)Nc1cccc(O)c1	-12	-2	-4	93	-4	-6	-15	-4	100
CCOc1ccc(NC(=O)C2C(C(=O)O)C3(Cl)C(Cl)=C(Cl)C2(Cl)C3(Cl)Cl)cc1 (stereo unspecified)	14	12	-15	90	.	7	-4	-8	103
Cc1ccc(C(=O)OCN2C(=O)c3ccccc3C2=O)c(O)c1	-4	-8	-7	97	-2	9	12	-1	101
CC(=O)Cc1nsc(NC(=O)c2ccc(Cl)cc2Cl)n1	2	-12	-13	95	3	3	-14	-4	98
COC(=O)Cn1c(=O)cnc2ccccc21	14	-1	8	111	3	-1	26	7	108
Cn1c(CSCc2ccccc2)nnc1SCC(=O)Nc1nccs1	2	1	-11	96	5	2	3	-5	82
Cc1ccc2c(CC(=O)Nc3ccc(N4CCN(C)CC4)cc3C)coc2c1	13	-1	10	116	0	-4	26	10	98
Cc1ccc(C(=O)N2CCN(c3ccc(NC(=O)c4cc(C)cc(C)c4)cc3)CC2)cc1	5	-1	-12	87	-7	.	4	-8	94
CCn1nnnc1-c1ccc(OC)c(S(=O)(=O)Nc2ccc(C)c(C)c2)c1	5	-10	-14	.	6	1	6	.	.
O=C(Nc1cccc(-c2nnc(-c3ccccc3)o2)c1)C1CCCO1 (stereo unspecified)	30	-2	5	97	4	0	14	-2	99
CCC(=O)c1coc2ccc(O)cc12	.	6	.	108	3	-3	.	3	107
NC(=O)[C@@H]1CCCN1C(=O)c1ccc2oc(CCc3ccccc3)nc2c1	3	-5	4	95	3	.	5	-4	99
Cc1ccc2c(c1)CCCN2C(=O)CSc1ccccc1	-7	-2	1	107	3	6	-1	8	105
CCOC(=O)N1CCN(C(=O)c2ccc3c(c2)sc2nc(-c4ccc(OC)cc4)cn23)CC1	6	9	-1	82	-3	12	34	-7	80
COc1cc(CN2CCCCC2)ccc1OCc1ccccc1	-3	1	0	95	4	0	25	-5	86
CC1CC(=O)c2cnc(Nc3cccc(C(F)(F)F)c3)nc2C1 (stereo unspecified)	-2	-12	-12	102	-4	2	17	11	103
C=CCOc1ccc(Br)cc1/C=C1/SC(=Nc2ccc(C(=O)O)cc2)NC1=O	45	-14	-1	91	1	.	25	-5	98
